High-throughput results from PubChem.
Pf apPOL inh = Pf-apPOL DNA polymerase inhibition; Recombinant Pf-apPOL, molecular beacon fluorescence, 1.5 h; inhibition, % at 10 µM; hit rate 0.25% among 210,000; AID 1794808
mHTT-CaM PPI inh = inhibitors of human mutant huntingtin-calmodulin interaction. inhibition, % at 15 µM. AlphaScreen His-mHTT/GST-CaM binding, luminescence. hit rate 3.6% among 190,000. P42858;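 note: 0% = both proteins with DMSO and 100% = one protein alone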
* marks the source's active call; other numbers are inactive results; x = no result given; & = joins results of further samples. Cut-off read from the data, not from the text of the source: active = inhibition above about 50%; inactive = the rest. Outcome played no part in choosing rows (roughly 3.5% active in at least one column).

SMILES | Pf apPOL inh | mHTT-CaM PPI inh
C=CCn1c(-c2nonc2NC(=O)c2ccccc2Cl)nc2ccccc21 | -10 | 0
Cc1ccc(N2C(=O)C3C4C=CC(C)(O4)C3C2=O)cc1[N+](=O)[O-] (stereo unspecified) | -3 | 0
COc1ccc(-c2c(C)c3ccc(O)cc3oc2=O)cc1 | -20 | -10
CCOC(=O)N1CCN(Cc2ccccc2Br)CC1 | 1 | -4
COc1cn(CC(=O)Nc2cccc(C)c2C)c(CN2CCCCCC2)cc1=O | 2 | 3
CCCOC(=O)c1ccc(Oc2c(C)oc3cc(OC(=O)N(C)C)ccc3c2=O)cc1 | -5 | 8
CC1=C(C(=O)Nc2ccc(C)cn2)C(c2ccc(C)cc2)C2=C(CCCC2=O)N1 (stereo unspecified) | 0 | 9
CN1C(=O)CC(C(=O)Nc2ccc(F)cc2)SC1=Nc1ccc(F)cc1 (stereo unspecified) | 8 | 4
O=C(Cc1ccccc1Cl)N1CCC2(CC1)NC(=O)N(Cc1ccccc1Cl)C2=O | -4 | 5
CCCc1cc(C2CCCN2C(=O)Cc2cccc(OC)c2)no1 (stereo unspecified) | 4 | 1

Overlap with the part before: 6 entries; new compounds follow.
SMILES | Pf apPOL inh | mHTT-CaM PPI inh
COc1cn(CC(=O)Nc2cccc(C)c2C)c(CN2CCCCCC2)cc1=O | 2 | 3
CCCOC(=O)c1ccc(Oc2c(C)oc3cc(OC(=O)N(C)C)ccc3c2=O)cc1 | -5 | 8
CC1=C(C(=O)Nc2ccc(C)cn2)C(c2ccc(C)cc2)C2=C(CCCC2=O)N1 (stereo unspecified) | 0 | 9
CN1C(=O)CC(C(=O)Nc2ccc(F)cc2)SC1=Nc1ccc(F)cc1 (stereo unspecified) | 8 | 4
O=C(Cc1ccccc1Cl)N1CCC2(CC1)NC(=O)N(Cc1ccccc1Cl)C2=O | -4 | 5
CCCc1cc(C2CCCN2C(=O)Cc2cccc(OC)c2)no1 (stereo unspecified) | 4 | 1
OC12CCCCC1C(c1ccc3c(c1)OCO3)NCC2 (stereo unspecified) | x | -6
O=C(Nc1ccc(OCC(=O)N2CCOCC2)cc1)c1cc2ccccc2o1 | -6 | -2
COc1cc(CN2CCSCC2)c([N+](=O)[O-])cc1OC | -4 | -1
Cc1cccc(C(=O)N2CCC(c3noc(-c4ccccc4C)n3)CC2)c1 | 0 | 20
O=[N+]([O-])c1cccc(CN2CCN(Cc3ccccn3)CC2)c1 | -3 | 6
O=C1C(=Cc2ccc(-c3ccccc3)cc2)Oc2c1ccc(O)c2CN1CCN(CCO)CC1 | 2 | 24
O=C(CN(c1ccccc1F)S(=O)(=O)c1ccccc1)Nc1ccccc1 | -9 | 6
Cc1nc(C(=O)NCc2cn[nH]c2C)c(C)o1 | 0 | -4
Cc1ccc2c(c1)C1(C(=O)N2)C(C#N)=C(N)OC2=C1C(=O)CCC2 (stereo unspecified) | -16 | -1
Cc1ccc([N+](=O)[O-])cc1NS(=O)(=O)Cc1ccccc1 | -4 | 8

An excerpt of these results, as labelled records.
O=C(CN(c1ccccc1F)S(=O)(=O)c1ccccc1)Nc1ccccc1
  Pf apPOL inh: -9
  mHTT-CaM PPI inh: 6

COc1cc(CN2CCSCC2)c([N+](=O)[O-])cc1OC
  Pf apPOL inh: -4
  mHTT-CaM PPI inh: -1

O=C(Nc1ccc(OCC(=O)N2CCOCC2)cc1)c1cc2ccccc2o1
  Pf apPOL inh: -6
  mHTT-CaM PPI inh: -2

OC12CCCCC1C(c1ccc3c(c1)OCO3)NCC2 (stereo unspecified)
  Pf apPOL inh: x
  mHTT-CaM PPI inh: -6

(further entries)
SMILES | Pf apPOL inh | mHTT-CaM PPI inh
Cc1oc2nc3c(c(=O)n(Cc4c(F)cccc4Cl)c(=O)n3C)n2c1C | 2 | -4
COc1ccccc1N1CCN(C(=S)c2ccccc2OC(F)(F)F)CC1 | 6 | x
Cc1cc(C)c[n+](CC(=O)c2ccc(C)c([N+](=O)[O-])c2)c1 | 3 | 19
CN1CCc2c(sc3c2C(=O)NC(c2ccc(O)cc2)N3)C1 (stereo unspecified) | -9 | 9
CN(C)C(=O)CCN1C(=O)CSC1c1ccccc1Cl (stereo unspecified) | 1 | -8
CC1CC(=O)Nc2ccccc2N1S(=O)(=O)c1ccc(-c2ccccn2)s1 (stereo unspecified) | -8 | x
O=C(C1CCCO1)N1CCC(c2cnn(-c3cccc(F)c3)c2)CC1 (stereo unspecified) | -3 | 10
COc1ccc(NC(=O)N2CC3CC(NS(=O)(=O)c4ccccc4)C2C3)c(C)c1 (stereo unspecified) | -2 | 8
Cc1c(N=Cc2ccco2)c(=O)n(-c2ccccc2)n1C | -3 | -5
CC1CN(C(=O)NCc2ccc(F)cc2)CC1c1nc(-c2ccccc2)no1 (stereo unspecified) | 2 | 0
Clc1ccc(-c2nn3cnnc3s2)cc1 | -5 | 7
COc1cccc(N2CCN(C(=O)CCc3ccccc3)C(C)C2=O)c1 (stereo unspecified) | -2 | -9
O=C(Cc1cccs1)N1CCCC1c1nc(-c2ccccc2)n[nH]1 (stereo unspecified) | 4 | -1
CN1CCN(c2c3c(nc4ccccc24)C2(C)CCC3C2(C)C)CC1 (stereo unspecified) | -7 | x
CCC(=O)NC1CCN(c2ccccc2C(=O)N(C)C(C)C)CC1 | -1 | 0
Cn1ncc(Br)c1C(=O)NN | x | -11
O=C(CS(=O)(=O)c1cccc2nsnc12)Nc1cccc(Cl)c1 | 4 | 12
CC1=C(C(=O)Nc2nc3ccccc3s2)C(c2ccccc2)C2=C(CC(C)(C)CC2=O)N1 (stereo unspecified) | 0 | -48
CC(=O)N1CCC(c2cnn(-c3ccc(C)cc3)c2)CC1 | -4 | 0
Cn1ccc2c(-c3ccc(C(N)=O)cc3)cc3c(c21)C1CCC3C1 (stereo unspecified) | -2 | 14
O=C(Nc1ccc(Nc2ccccc2)cc1)c1ccccc1F | -2 | 33
Cc1ccc(-n2nc3c(c2NC(=O)CCC2CCCCC2)CS(=O)(=O)C3)cc1 | -4 | 5
O=C(NCC1CCCO1)c1ccccc1I (stereo unspecified) | -8 | -8
O=C(NCC1CCN(C2CCCC2)CC1)C(=O)NCC(F)(F)F | 1 | -7
COc1cc(C(=O)Nc2c3c(nn2C(C)(C)C)CS(=O)C3)cc(OC)c1OC (stereo unspecified) | -19 | -1
COc1ccc(OC)c(/C=C2\C(=O)NC(=O)N(c3ccccc3C)C2=O)c1 | -4 | 1
O=C(Nc1nccs1)[C@@H]1CC=C[C@@H]2CCN(Cc3ccc(Cl)c(Cl)c3)C(=O)[C@@H]21 | -4&-3 | 3&10
Cc1ccc(S(=O)(=O)N(CC(=O)Nc2ccccc2C(N)=O)c2ccccc2Cl)cc1 | -7 | 8
CC(C)CC(=O)N1CCN(c2ccc(C(C)C)cc2)C(=O)C1C (stereo unspecified) | -10 | 1
CN(C)S(=O)(=O)c1ccc(C(=O)Nc2c3c(nn2-c2ccc(F)cc2)CS(=O)(=O)C3)cc1 | 2 | 7
COc1ccc(CN2CCN(Cc3cccc(OC)c3OC)CC2)cc1 | 3 | 2
Cn1c2ccccc2c2cc(CC(N)=O)ccc21 | 0 | 1
Cc1[nH]nc2c1C(c1ccccc1I)C(C#N)=C(N)O2 (stereo unspecified) | -8 | 3
CC(C)(C)C1CCC(=O)N(CCN=[N+]=[N-])CC1 (stereo unspecified) | -5 | 1
CC1=C(C(=O)Nc2cc(C)cc(C)c2)C2(CCC(C)CC2)OC1=O (stereo unspecified) | 0 | -6
Cc1nccn1CC(=O)N1CCC(OCc2nc(C3CC3)no2)CC1 | -4 | -8
COc1ccc(Br)c(C(=O)N2CC3(COC(C)(C)OC3)C2)c1 | -2 | 3
CN(C)C=NC(=S)c1sccc1CSc1ccc(Cl)cc1 | -7 | x
Cc1onc(-c2c(Cl)cccc2Cl)c1C(=O)n1c(C)nc2ccccc21 | -7 | 0
CCc1ccn2cc(Nc3ccccc3Cl)nc2c1 | -7 | x
COc1ccc(S(=O)(=O)N(CC(=O)Nc2ccccc2F)c2ccc(C)cc2)cc1 | -3 | 1
Fc1ccccc1OCCCCn1ccnc1 | -6 | -11
O=C1NN(c2ccc(Cl)c(Cl)c2)C(=O)/C1=C/c1ccc(-c2ccccc2C(=O)O)o1 | -1 | 51*
Oc1ccc(COCc2ccccc2)c2cccnc12 | -4 | 99*
COc1ccccc1CC(=O)N1CCC(Nc2cccnc2)C1 (stereo unspecified) | 0 | 2
COc1ccc(OC)c(C(=O)C=Cc2ccccc2Cl)c1 | -3 | 1
Cc1csc(-n2nc(C)c(CC(=O)N3CCCC3)c2C)n1 | 1 | -2
O=C(COc1ccc(Br)cc1)NC1CCS(=O)(=O)C1 (stereo unspecified) | -2 | -3
O=C1Nc2ccccc2C1=Nc1ccc(-c2ccccc2)cc1 | -4 | 28
Cc1cn(-c2ccc(CNC(=O)c3ccccc3C)cc2)cn1 | 1 | 21

(further entries)
SMILES | Pf apPOL inh | mHTT-CaM PPI inh
CCc1cc(C2CCCN2C(=O)c2cc(C(C)C)on2)on1 (stereo unspecified) | -6 | -6
Cc1ccc(OCC(=O)NC2=NCCS2)cc1 | -9 | -1
COc1ccc2c(=O)c(-c3cnn(-c4ccccc4)c3)c(C(F)(F)F)oc2c1 | -2 | -2
O=C(Nc1cccc(C(=O)Nc2cccc(Cl)c2)c1)NC1(c2ccccc2)CC1 | -4 | 2
Cc1cccc(NS(=O)(=O)c2ccc([N+](=O)[O-])cc2)c1C | 3 | 4
Cc1cc(C)c(S(=O)(=O)NCC2CCCO2)c(C)c1 (stereo unspecified) | -3 | -9&-1
COc1nccc(N2CCC(CC(=O)NCc3cccc(C(F)(F)F)c3)CC2)n1 | -5 | 11
O=S1(=O)C=C(SCCN2CCOCC2)c2ccccc21 | -1 | 0
COc1ccc(C(=O)NN2CCOCC2)cc1OC | 5 | -1
Cc1ccc(NC(=O)CN(c2ccc([N+](=O)[O-])cc2)S(=O)(=O)c2ccccc2)c(C)c1 | -8 | 5

Two of these compounds, set out differently.
Compound	Pf apPOL inh	mHTT-CaM PPI inh
CCc1cc(C2CCCN2C(=O)c2cc(C(C)C)on2)on1 (stereo unspecified)	-6	-6
Cc1ccc(OCC(=O)NC2=NCCS2)cc1	-9	-1

Continued.
SMILES | Pf apPOL inh | mHTT-CaM PPI inh
CCOCCCNC(=O)C1CCN(S(=O)(=O)N2CC(C)CC(C)C2)CC1 (stereo unspecified) | -11 | -4
Clc1ccc(-c2noc(-c3ccco3)n2)cc1 | -2 | -24
COc1ccc(C(=O)NCc2ccccc2)cc1[N+](=O)[O-] | -12 | 1
Cn1nc(NC(=O)CC(C)(C)CC(=O)O)c2ccccc21 | -11 | x
CC1(C)CC(=O)C2=C(C1)Nc1nc(SCc3ccccc3)nn1C2c1ccc([N+](=O)[O-])cc1 (stereo unspecified) | 1 | -4
COc1ccc(CN(CCC2(C(C)C)CCOC(C)(C)C2)C(C)=O)cc1 (stereo unspecified) | 0 | 15
O=C1OC(c2ccc([N+](=O)[O-])cc2)=N/C1=C\c1ccccc1 | 5 | 2
CCOc1ccccc1Oc1c(C(F)(F)F)oc2cc(O)ccc2c1=O | -4 | 2
CC(C)(C)c1ccc(NC(=O)Nc2ccc3ccccc3n2)cc1 | -4 | x
COc1cc(C2NC(C(=O)O)CS2)cc(OC)c1OC (stereo unspecified) | 1&-3 | 1&-1
Cc1sc(NC(=O)c2c(F)cccc2F)c(C(N)=O)c1-c1ccc(C(C)(C)C)cc1 | 2 | -2
CCSC1=C(C#N)C(c2cc(OC)c(OC)c(OC)c2)C2=C(CCCC2=O)N1 (stereo unspecified) | -4 | 0
CC1(C(=O)NCc2cccc(F)c2)CCCN(C(=O)Cc2ccc(F)cc2)C1 (stereo unspecified) | -4 | -13
CCn1cc(S(=O)(=O)CC(=O)N2CCc3ccccc32)c2ccccc21 | -7 | 6
CCC(=O)Nc1ccc(Br)c2cccnc12 | 1 | -5
CN1CCN(c2ncnc3c2cnn3Cc2ccc(Cl)cc2Cl)CC1 | -1 | 7
O=C(O)C1C(C(=O)O)C1C(=O)O (stereo unspecified) | -1&1 | 0
CCc1ccc(CNC(=O)C2CCN(c3cncnc3N(C)C)CC2)cc1 | -12 | 20
N=C1C(c2nc3ccccc3s2)=C(O)CN1CCN1CCOCC1 | 10 | 3
CC(=O)c1cccc(NC(=O)c2cccc(C)c2)c1 | 14 | -7
O=C(CSc1nc2ccc([N+](=O)[O-])cc2[nH]1)Nc1cccc2c1C(=O)c1ccccc1C2=O | -1 | 14
O=C1NC(=O)C2(COC(c3cccnc3)OC2)S1 (stereo unspecified) | -2 | 0
Cc1onc(-c2c(F)cccc2Cl)c1C(=O)Nc1ccc(OC(C)C)cc1 | -2 | -13
Cc1ccc2c(c1)C(=O)NC1(CCN(C(=O)c3cc(F)cc(F)c3)CC1)N2C | -2 | -13
O=C(Nc1cnc(N2CCOCC2)nc1)c1ccc(F)c(Cl)c1 | -2 | 4
COc1ccccc1Cc1noc(Cc2c(F)cccc2Cl)n1 | -6 | -79
Cc1cccc(NC(=O)Cn2nc(-c3ccc(Cl)cc3)c3ccccc3c2=O)c1 | -8 | 1
Oc1oc(-c2ccccc2Br)nc1C=Nc1ccc(I)cc1 | 2 | 8
Cc1ccc(C(=O)N2CCN(c3nc(CN4CCCCC4)cs3)CC2)c(C)c1 | 0 | 4
Cc1ccc(-c2nc(-c3ccccn3)no2)cc1 | -12 | -10
CN(Cc1ccccc1)C(=O)CN1N=C(c2ccccc2)CCC1=O | -10 | -1
COc1cc(C(=O)NCCCNc2ccc([N+](=O)[O-])cc2Cl)cc(OC)c1OC | -4 | 31
COc1ccc(CNc2ccc3c(c2)ncn3C)cc1OC | 4&-7 | 2&8
Cc1ccc(NC(=O)c2cc(S(=O)(=O)NCCc3ccc(Cl)cc3)ccc2F)cc1 | -22 | 7
O=C(NCCCN1CCOCC1)c1ccc(N2CCC3(CC2)OCCO3)c([N+](=O)[O-])c1 | -6 | -1
CC(C)c1ccc(-c2ccnc3c(C(=O)NCc4cccnc4)cnn23)cc1 | -7 | -10
COc1ccc(C)cc1NS(=O)(=O)c1cc2c(s1)CCN(C(=O)C1CC1)C2 | 0 | 18
